PAFAH1B2 inh: inhibitors of human PAFAH1B2; actives 1.2% (n = 340,000); inhibition, % at 3.39 µM; P68402; AID 492953; recombinant PAFAH1B2, FP-rhodamine activity probe, fluorescence polarization;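 active = inhibition above the mean of all tested compounds plus 3 SD, cut at about 24% in these data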;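 note: 0% = enzyme with DMSO and 100% = wells lacking PAFAH1B2; many of its hits are not listed in these tables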
EBNA-1 inh: blocks EBNA-1 binding to DNA; EBNA-1 DNA binding, fluorescence polarization; inhibition, % at 14.8 µM; actives 0.34% (n = 300,000); AID 1950; in the data active = inhibition above about 28%
LYPLA1 counter: LYPLA1 (human) inhibition in PME1 counter-screen | recombinant LYPLA1, FP-Rh probe fluorescence polarization | actives 0.16% (n = 320,000) | inhibition, % at 5.9 µM | O75608 | AID 2174;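 active = inhibition above the mean of all tested compounds plus 3 SD, set per campaign, cut at about 14% in these data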;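 note: inhibitors block serine hydrolase probe labeling of LYPLA1 so polarization falls; 0% = enzyme with DMSO and 100% = wells lacking LYPLA1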
PAFAH2 FP inh: inhibitors of human PAFAH2 | Q99487 | recombinant PAFAH2, FP-rhodamine activity probe, fluorescence polarization | inhibition, % at 3.39 µM | actives 0.99% (n = 340,000) | AID 492956;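 active = inhibition above the mean over all tested compounds plus 3 SD, cut at about 30% in these data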;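 note: inhibitors block probe labeling of enzyme so polarization drops; 0% = enzyme with DMSO and 100% = wells lacking PAFAH2 protein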
PAFAH1B3 inh: inhibitors of human PAFAH1B3; AID 492972; actives 0.28% (n = 340,000); inhibition, % at 3.39 µM; recombinant PAFAH1B3, FP-rhodamine probe, fluorescence polarization;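 active = inhibition above the screen-wide average of all tested compounds plus 3 SD, cut at about 25% in these data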;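 note: 0% = enzyme with DMSO only and 100% = wells lacking PAFAH1B3 protein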
Target sequence (Q15102 whole entry, looked up): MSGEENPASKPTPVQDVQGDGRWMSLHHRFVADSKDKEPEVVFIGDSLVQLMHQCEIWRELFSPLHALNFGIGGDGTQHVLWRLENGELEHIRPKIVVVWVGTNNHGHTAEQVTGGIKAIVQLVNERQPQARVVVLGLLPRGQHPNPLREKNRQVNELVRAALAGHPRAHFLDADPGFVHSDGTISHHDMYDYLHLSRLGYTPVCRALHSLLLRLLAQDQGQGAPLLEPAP
LYPLA2 counter: LYPLA2 (human) inhibition in PME1 counter-screen; inhibition, % at 5.9 µM; O95372; actives 0.38% (n = 320,000); recombinant LYPLA2, FP-Rh probe fluorescence polarization;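 active = inhibition above the screen-wide mean plus 3 SD, limit set per campaign, cut at about 26% in these data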;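 note: 0% = LYPLA2 with DMSO and 100% = wells lacking LYPLA2 enzyme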
Target sequence (O95372 whole entry, looked up): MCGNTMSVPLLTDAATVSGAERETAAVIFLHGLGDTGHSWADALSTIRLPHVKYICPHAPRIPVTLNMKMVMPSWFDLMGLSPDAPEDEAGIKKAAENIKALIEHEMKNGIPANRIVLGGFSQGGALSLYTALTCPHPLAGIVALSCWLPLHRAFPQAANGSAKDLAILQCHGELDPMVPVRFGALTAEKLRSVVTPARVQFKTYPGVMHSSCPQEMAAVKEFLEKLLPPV
PREPL inh: human PREPL enzyme inhibition | Q4J6C6 | recombinant PREPL, fluorescence polarization activity-based probe | inhibition, % at 5.96 µM | actives 0.68% (n = 320,000); in the data active = inhibition above about 43%;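 note: 0% = enzyme with DMSO and 100% = wells lacking enzyme; many of its hits are not listed in these tables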
ZTA DNA inh: counter-screen for EBNA-1 inhibitors: inhibitors of Epstein-Barr virus ZTA; P03206; ZTA-DNA binding, fluorescence polarization; inhibition, % at 11 µM; actives 0.15% (n = 320,000); AID 2234; in the data active = inhibition above about 33%
pPAFAH FP inh: inhibitors of human plasma PAF acetylhydrolase (pPAFAH); Q13093; recombinant pPAFAH, FP-rhodamine probe fluorescence polarization; inhibition, % at 3.39 µM; actives 1.5% (n = 330,000);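 active = inhibition above the mean inhibition across the screen plus 3 SD, cut at about 25% in these data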;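 note: inhibitors block binding of the rhodamine activity-based probe so polarization drops; 0% = enzyme with DMSO and 100% = wells lacking pPAFAH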
Target sequence (Q13093 whole entry, looked up): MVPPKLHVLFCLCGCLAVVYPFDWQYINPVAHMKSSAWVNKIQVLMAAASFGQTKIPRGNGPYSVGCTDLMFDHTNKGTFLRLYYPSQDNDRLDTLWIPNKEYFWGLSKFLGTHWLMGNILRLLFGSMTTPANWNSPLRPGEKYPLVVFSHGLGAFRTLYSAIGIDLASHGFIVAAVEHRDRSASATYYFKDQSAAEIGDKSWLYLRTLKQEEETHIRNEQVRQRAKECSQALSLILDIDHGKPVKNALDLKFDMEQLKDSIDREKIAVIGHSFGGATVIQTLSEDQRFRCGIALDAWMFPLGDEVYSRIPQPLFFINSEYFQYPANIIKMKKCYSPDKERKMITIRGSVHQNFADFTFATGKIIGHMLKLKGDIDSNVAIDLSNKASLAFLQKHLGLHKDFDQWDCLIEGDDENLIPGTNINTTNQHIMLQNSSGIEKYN
Starred values were filed as active, the others as inactive; / = not tested or not shown. The list is partial; rates above refer to the full screens.

SMILES	PAFAH1B2 inh	EBNA-1 inh	LYPLA1 counter	PAFAH2 FP inh	PAFAH1B3 inh	LYPLA2 counter	PREPL inh	ZTA DNA inh	pPAFAH FP inh
CC(NS(=O)(=O)c1ccc(Cl)cc1)C(c1cccs1)N1CCN(C)CC1 (configuration not stated)	-2.7	1.1	1.4	1.5	8.3	-0.8	-7.8	4.6	3.4
CCCc1cc(=O)n2[nH]c(-c3ccc(OC)cc3)nc2n1	2.1	-0.6	1.2	4.7	10.3	4.4	-2.5	-7.0	-5.1
COc1ccc(/C(C)=N\n2cnnc2)cc1	4.3	1.4	-3.2	-9.4	5.0	-2.5	7.8	-16.1	6.0
COc1ccccc1C(=O)Nc1nnc(CCc2ccccc2)s1	0.5	-7.4	-1.4	1.5	5.2	-4.0	10.2	-20.3	5.2
COc1ccc(NC(=O)C2C3C=CC(C3)C2C(=O)NCc2ccco2)cc1 (configuration not stated)	2.4	6.7	2.0	-4.2	1.8	1.4	8.1	10.8	3.0
COc1ccc(C2/C=C\CN(C(=O)C3CC3)[C@H](Cc3ccccc3)C(=O)N2Cc2ccc(F)cc2)cc1 (some centres not stated)	-7.0	9.4	-0.8	-0.5	7.9	2.5	37.1	-5.3	8.8
O=C(CN1C2=NCCCN2c2ccccc21)c1ccc(Br)s1	3.6	0.9	-4.3	-6.2	7.6	-2.6	1.5	-5.0	-4.8
COc1ccc(/C=N/NS(=O)(=O)c2ccc(C)cc2)cc1OC(=O)c1ccc(C)cc1	0.6	-5.0	-17.1	-5.6	-4.2	-27.8	7.5	9.6	6.8
Cc1csc(C(C#N)C(=O)c2ccc(S(=O)(=O)N3CCCC3)cc2)n1 (configuration not stated)	-1.2	1.0	-2.8	3.2	-3.2	-1.4	1.7	9.1	15.1
O=C(Nc1ccc(Cl)cc1)c1nc[nH]c1C(=O)N1CCN(c2ccccc2)CC1	9.4	/	/	10.2	10.3	/	23.9	/	0.2
O=C(Nc1ccccc1)Nc1cccn(Cc2c(F)cccc2Cl)c1=O	4.5	-16.5	0.5	-4.8	-3.2	-5.4	11.5	-8.0	0.1
Cc1nn(C(CC(=O)O)C(=O)O)c(C)c1Br (configuration not stated)	1.1	4.3	0.3	1.6	2.8	6.8	3.7	-9.3	-2.0
O=C1N[C@@H](Cc2ccccc2)COC(=O)[C@@H](Cc2ccc(F)cc2)CC/C=C/C[C@H]1CC(=O)N(CCO)Cc1ccccc1	15.1	/	/	9.8	3.1	/	27.1	/	14.0
COC(=O)c1ccc(CNC(=O)c2ccc(S(=O)(=O)N(C)c3ccccc3OC)cc2)cc1	-1.7	/	-4.5	3.4	6.5	-4.9	-5.3	12.4	4.2
Cc1ccc(O)c(C(=O)c2cnn(-c3ccc(S(=O)(=O)N4CCOCC4)cc3[N+](=O)[O-])c2)c1	6.1	1.2	1.3	0.4	2.5	3.6	5.0	20.1	3.9
Cc1cccc(CN2CCC(n3nccc3NC(=O)CCCc3ccccc3)CC2)n1	-1.2	4.7	-0.5	-2.4	1.5	12.1	7.8	-37.2	2.5
CC(=O)c1ccc(NC(=O)C(C)O/N=C(\N)c2ccccc2)cc1 (configuration not stated)	-0.8	/	/	-4.3	14.5	/	6.4	/	-8.4
Cc1nn(C)cc1NC(=O)c1ccc(Br)o1	-2.3	-10.3	1.4	4.3	4.1	-3.4	8.3	-10.4	0.0
Cc1cc(C)n(CC(O)COCc2ccco2)n1 (configuration not stated)	2.3	-2.1	2.4	-3.2	11.3	10.4	5.6	7.1	0.2
Cc1cccc(C(=O)OCC(=O)c2ccc(CC(=O)N3CCOCC3)s2)c1C	0.3	/	-1.4	8.9	6.8	1.2	32.4	-15.3	18.9
COc1nc(SC)nc(Cl)c1Cc1ccc(OC(C)C)cc1	-0.5	4.9	1.4	-6.1	5.5	6.5	0.1	19.1	0.1
CCCC1CCC(c2ccc(C(=O)NN)cc2)CC1 (configuration not stated)	-0.9	12.7	-4.5	-7.3	1.9	-3.1	2.5	22.5	5.9
CC[C@H]1C(O)C[C@H]2CCN3C(=O)CCC[C@H]1[C@H]23 (some centres not stated)	2.2	/	/	1.7	7.7	/	/	/	0.8
CCCN1Cc2cccc(C(=O)Nc3ccc(-c4nc5ccccc5[nH]4)cc3)c2C1=O	0.8	58.3*	-3.4	0.8	-0.3	-1.4	10.2	-6.0	-7.0
CC(C)(C)c1ccc(OCCC(=O)NCC(c2cccs2)N2CCOCC2)cc1 (configuration not stated)	16.5	-0.6	-1.6	6.7	4.0	10.9	17.5	7.8	5.8
COc1cc(C(C)=O)ccc1OCCCN1CCC(Cc2ccccc2)CC1	5.6	0.7	2.4	-3.4	3.3	2.4	-5.8	8.3	5.4
CCN1C(=O)[C@H]2[C@@H](c3ccc(-c4ccc(F)cc4)cc3)N3CCCC[C@@]3(C(=O)OC)[C@H]2C1=O	4.5	2.1	-1.8	-1.9	-2.3	1.9	45.4*	-3.5	10.7
CCCCn1c(N)c(N(CCC(C)C)C(=O)C2CCCO2)c(=O)[nH]c1=O (configuration not stated)	-0.2	-3.6	-0.3	6.5	10.2	4.0	1.4	-3.7	1.8
CC(C)(C(=O)c1ccccc1)/[N+]([O-])=C/c1ccccc1F	2.0	-3.0	-1.3	-7.8	-6.0	0.2	12.1	13.2	2.2
O=C(O)c1cc(NN=C2c3ccccc3-c3ccccc32)ccc1Cl	9.4	7.4	16.2*	23.5	47.7*	12.6	23.0	9.4	5.2
COc1ccc2c(c1)c(C(=O)N1CCN(C)CC1)c(C)n2-c1ccccc1	-1.0	-5.2	-2.1	2.5	9.1	-0.2	-7.9	5.1	3.3
Cc1onc(-c2c(Cl)cccc2Cl)c1NC(=O)NNc1ccccn1	8.3	-10.9	0.7	7.4	2.9	-1.4	-3.6	-3.6	1.7
CC(C)c1ccc(OCc2nc(-c3ccccn3)no2)c(Br)c1	1.0	-7.7	1.5	-4.2	6.4	12.3	1.2	-9.8	8.8
O=C(CCn1c(=O)c2ccccc2n(Cc2ccccc2)c1=O)NCc1ccc2c(c1)OCO2	-3.7	-10.8	-0.1	-9.9	-8.9	-8.2	0.8	13.2	-9.6
CCN1C(=O)CC(NCc2ccc(S(N)(=O)=O)cc2)C1=O (configuration not stated)	-1.8	15.1	2.7	0.2	0.4	1.8	17.9	4.4	0.1
Cc1ccc(-c2cc(C(=O)NCc3ccco3)c3ccccc3n2)o1	-2.6	-13.6	-0.8	7.5	6.0	4.8	5.9	-12.8	22.2
CN(C)/C=C/C(=O)c1cnc2sccn2c1=O	8.8	7.3	1.6	1.8	8.8	-0.1	6.9	6.2	3.7
CC1(C)NC(=O)N(CC(=O)O)C1=O	-0.8	-2.8	-2.1	0.5	1.4	-3.0	11.5	1.3	-3.2
O=C(C1=C(O)C(=O)N(Cc2ccco2)C1c1ccccc1F)c1cccs1 (configuration not stated)	4.5	-10.9	0.1	0.0	1.2	-2.4	-0.3	-1.5	-2.7
CC(=O)c1cccc(NS(C)(=O)=O)c1	4.0	8.1	-0.5	-7.0	8.0	0.6	14.9	1.6	-5.2

Part of the list above in order of length of the SMILES, smallest number first.
SMILES	PAFAH1B2 inh	EBNA-1 inh	LYPLA1 counter	PAFAH2 FP inh	PAFAH1B3 inh	LYPLA2 counter	PREPL inh	ZTA DNA inh	pPAFAH FP inh
CN(C)/C=C/C(=O)c1cnc2sccn2c1=O	8.8	7.3	1.6	1.8	8.8	-0.1	6.9	6.2	3.7
CC(C)c1ccc(OCc2nc(-c3ccccn3)no2)c(Br)c1	1.0	-7.7	1.5	-4.2	6.4	12.3	1.2	-9.8	8.8
COc1cc(C(C)=O)ccc1OCCCN1CCC(Cc2ccccc2)CC1	5.6	0.7	2.4	-3.4	3.3	2.4	-5.8	8.3	5.4
CCN1C(=O)[C@H]2[C@@H](c3ccc(-c4ccc(F)cc4)cc3)N3CCCC[C@@]3(C(=O)OC)[C@H]2C1=O	4.5	2.1	-1.8	-1.9	-2.3	1.9	45.4*	-3.5	10.7

Carrying on.
SMILES	PAFAH1B2 inh	EBNA-1 inh	LYPLA1 counter	PAFAH2 FP inh	PAFAH1B3 inh	LYPLA2 counter	PREPL inh	ZTA DNA inh	pPAFAH FP inh
Cc1cccc(C)c1OCc1cc(C(=O)N(Cc2nccn2C)C(C)C)no1	6.2	-3.9	-0.9	-2.0	11.8	-2.2	7.3	3.6	-2.9
Cc1ccc(-c2ccc(=O)n(Cc3cccc(Br)c3)n2)cc1	4.8	-10.0	-3.6	-0.3	8.3	1.0	-49.2	7.3	16.7
CC1(C)CC2(CC(c3ccccc3F)c3ccc(O)c(O)c3O2)NC(=S)N1 (configuration not stated)	7.4	-5.8	-4.7	-0.9	-3.0	-0.5	17.5	5.8	32.6*
COC(=O)COc1ccc(S(=O)(=O)Nc2ccc(C(N)=O)cc2)cc1C	-1.7	-1.3	-0.9	5.3	5.2	1.4	1.0	-3.7	-0.3
CCOc1ccc(-n2c(SCC(=O)NCc3ccco3)nnc2-c2c[nH]c3ccccc23)cc1	2.3	5.5	-1.6	0.7	1.1	-0.4	22.3	-7.7	8.6
O=C(NC(Cc1c[nH]c2ccccc12)C(=O)O)c1ccc(Br)cc1 (configuration not stated)	5.1	2.8	2.6	-0.2	1.4	-4.2	3.5	-11.0	7.6
O=C(CCSc1ccccc1)Nc1nccs1	14.1	8.0	-2.9	2.4	2.3	0.0	-6.7	0.6	7.7
Cc1ccccc1NS(=O)(=O)c1ccc(OCC(=O)NCc2cccnc2)cc1	7.1	1.0	-2.1	-0.6	5.4	-0.1	8.3	-9.1	33.5*
C=CCN(C(=O)c1cccc(S(=O)(=O)N2CCN(C)CC2)c1)c1nc(-c2ccccc2)cs1	-0.3	-11.0	-5.8	-1.4	0.1	-9.2	-11.4	7.1	3.4
CCC(C(=O)NCc1ccco1)N(C(=O)CNS(=O)(=O)c1ccc(F)cc1)c1ccccc1F (configuration not stated)	1.0	-11.9	0.9	1.6	0.7	-3.5	3.9	-10.5	5.3
O=C(CCCOC(=O)c1cccnc1Cl)c1ccc(Br)cc1	9.2	/	/	10.3	4.8	/	1.4	/	2.2
O=C(c1ccccc1NS(=O)(=O)c1ccccc1)N1CCCCCC1	4.2	12.2	2.0	-6.0	18.6	6.3	2.9	14.5	-0.6
O=C(O)c1cccc(N2C(=S)N=C(Nc3ccccc3)C23CCCCC3)c1	-1.6	-0.8	-2.4	3.5	6.2	-3.7	-0.8	7.9	-5.0
CN(CC(=O)Nc1cc([N+](=O)[O-])ccc1Cl)Cc1ccc(Br)cc1	7.1	-4.9	1.0	18.2	7.5	2.9	10.8	-0.8	-2.5
O=C(/C=C/c1cccc(Cl)c1)NCc1ccccc1	1.4	-2.2	0.9	-1.9	11.8	7.2	-6.7	-4.2	2.2
COC(=O)c1ccccc1NC(=S)N1CCN(C2CCCCC2)CC1	2.6	4.7	-5.0	12.1	5.6	-4.4	-4.6	-3.8	-3.3
COc1ccc2oc(C(=O)OCC(=O)N(C)CC(=O)Nc3ccc(C)cc3)c(C)c2c1	8.8	6.8	-5.2	4.0	0.7	-6.9	-27.0	-2.7	5.0
Cc1ccc(NC(=O)CN(C)C(=O)c2cc(-c3cccs3)nn2-c2ccccc2)cc1	5.1	/	-5.7	-0.2	6.1	-12.3	-20.1	-14.0	-2.8
CCCCSc1nc2sc3c(c2c(=O)[nH]1)CC(C)(CC)OC3 (configuration not stated)	6.2	-2.5	-0.6	-7.7	0.6	1.8	-1.0	0.6	5.8
CCC(Oc1ccc(C)cc1)C(=O)Nc1ccccc1C(=O)N1CCOCC1 (configuration not stated)	2.6	5.5	-1.3	0.3	-0.3	-2.8	-4.7	11.1	4.8
O=C(CSc1ncnc2c1oc1ccccc12)Nc1ccccc1C(F)(F)F	1.8	-5.5	1.3	-5.4	9.3	-11.7	-2.7	-3.4	-2.6

Screening results (PubChem)
